# Rab9 promoter act – activators of Rab9 promoter; actives 2.8% (n = 320,000); Potency, µM (titrated, usually from 9.22 µM), without a hit: at the highest dose activation, negative = inhibition, hits mostly activators; Huh7 Rab9 promoter-luciferase reporter, luminescence, 24 h; also: potency is read from the fitted curve at half-maximal effect; % of control where 0% means no effect; nearly all actives have a fitted effect of over 60% in size
#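 Luminescence from Amplite-detected luciferase (10 minutes, ambient) reports Rab9 promoter activation. Before that, stable Rab9-luciferase Huh7 cells (1500/well, reduced-serum OP-MEM I plus 10% FBS) were exposed to compound for 24 hours at 37C.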
# VP16 counter – inhibits Gal4-VP16 luciferase reporter, ROR gamma counter-screen; Drosophila S2 Gal4-VP16 UAS-luciferase, luminescence, 20 h; Potency, µM (top dose mostly 53.6 µM), inactives show at the top dose activity, negative = inhibition, most hits filed as inhibitors; actives 3.5% (n = 310,000);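 also: Gal4-VP16 expression switched on by copper sulfate through the metallothionein promoter; potency is read from the fitted curve at half-maximal effect; % is scaled to controls: 0 for no effect and ±100 for the full control effect; nearly all actives have a fitted effect of over 50% in size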
# RORg inh – blocks mouse ROR gamma transcriptional activity | P51450 | Drosophila S2 Gal4-RORgamma UAS-luciferase reporter, 20 h | Potency, µM (highest dose often 53.6 µM), inactives show at the top dose activity change, negative = inhibition, most hits filed as inhibitors | actives 5.4% (n = 310,000) | AID 2551; also: potency is read from the fitted curve at half-maximal effect; % is scaled to controls: 0 for no effect and ±100 for the full control effect; nearly all actives have a fitted effect of over 60% in size
#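 Read-out: Photinus luciferase luminescence; inhibitors lower reporter signal. Insect Schneider cells with Gal4-ROR gamma fusion under metallothionein promoter, UAS reporter; 700 uM final copper sulfate induction, 20 hr, ambient temperature.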
# NPC1 promoter act – activators of NPC1 promoter; Huh7 NPC1 promoter luciferase reporter, 24 h; Potency, µM (series often up to 9.22 µM), without a hit: at the highest dose activation, most hits filed as activators; actives 2.4% (n = 320,000); AID 485313;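 also: potency is read from the fitted curve at half-maximal effect; % of control where 0% means no effect; nearly all actives have a fitted effect of over 60% in size; reporter is driven by a mutant NPC1 promoter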
#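 Huh7 reporter cells (NPC1 promoter driving luciferase) are dosed with compound for 24 h at 37 °C, 5% CO2; luciferase detection reagent is then added and luminescence measured after 10 min at ambient temperature.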
# Menin MLL FP TR – menin-MLL binding inhibition, Texas Red mutant peptide. O00255. Menin + Texas Red MLL mutant peptide, fluorescence polarization. Potency, µM (doses to about 61.6 µM), for the others: at the top dose FP activity change, negative = inhibition, most hits filed as inhibitors. actives 0.23% (n = 270,000). AID 1768; active = well fitted inhibition curve with a large enough effect in the polarisation, with a control signal flat, not every such curve was filed as active; inconclusive = small, poorly fitted or top-dose-only effect, or effect the other way, or a change in a side signal; inactive = no such curve, though single readings can be large or run the other way; the % refers to the polarisation; also: potency is read from the fitted curve at half-maximal effect; % of control where 0% means no effect; many of its hits are not listed in these tables
# KCNH2 3.1 inh – blocks the human KCNH2 3.1 channel isoform; U2OS KCNH2 3.1, thallium flux FluxOr; active compounds read low; activity change, % (tested at about 1.8 µM); actives 0.95% (n = 340,000); AID 720553;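 active = maximum activity change below -70%; inconclusive = maximum activity change from -70% to -50%; inactive = maximum activity change above -50%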;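 also: thallium influx rate constant from kinetic fluorescence after stimulation buffer; % is scaled to controls: 0 for no effect and ±100 for the full control effect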
#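 U2OS cells transduced with KCNH2 3.1 mutant virus (1.77 x 10^8 /mL, 4 h), plated overnight at 37 C, loaded 45 min with FluxOr dye plus Red40 quencher. Thallium flux rate constant from kinetic reads after stimulation buffer, normalised to controls.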
# Mito fusion yeast – mitochondrial division inhibition or fusion activation; S. cerevisiae fusion-defective mutant growth rescue, CellTiterGlo 48 h; Potency, µM (top dose mostly 46.1 µM), inactives show at the top dose growth rescue (activation), most hits filed as activators; actives 0.23% (n = 320,000); AID 485298;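 also: potency is read from the fitted curve at half-maximal effect; % of control where 0% means no effect; nearly all actives have a fitted effect of over 45% in size; temperature-sensitive fusion mutants such as fzo1-1 at 37 °C on non-fermentable ethanol glycerol medium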
#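 Read-out: ATP-based luminescence (CellTiterGlo, 10 min ambient) reporting growth of fusion-defective ts yeast after 48 hours at 37C on glycerol/ethanol YPEG medium in the presence of compound.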
# ELG1 repair inh – blocks ELG1-dependent DNA repair in HEK293T cells; HEK293T ELG1-luciferase reporter, luminescence, 16 h; DNA damage induced by 5-fluorouridine; Potency, µM (doses to about 46.1 µM), inactives show at the highest dose activity change, negative = inhibition, most hits filed as inhibitors; actives 2.3% (n = 330,000); also: potency is read from the fitted curve at half-maximal effect; % is scaled to controls: 0 for no effect and ±100 for the full control effect; nearly all actives have a fitted effect of over 55% in size
#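 5-Fluorouridine DNA damage + compound/DMSO, 2,000 cells/well, 16 h, 37 °C/5% CO2. ONE-Glo, 30 min RT, luminescence. Readout = decrease in reporter signal.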
# PKM2 act – PKM2 (human) enzyme activation; P14618; purified PKM2, Kinase-Glo ATP luminescence, activation; response scale: 0% is enzyme alone, no compound; Potency, µM (highest dose often 57.5 µM), for the others: at the top dose activation, usual class: activators; actives 0.34% (n = 260,000); also: potency is read from the fitted curve at half-maximal effect; % is scaled to controls: 0 for no effect and ±100 for the full control effect; nearly all actives have a fitted effect of over 55% in size
#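 Purified hPK-M2 (>95%) run at intermediate activity with 0.1 mM ADP and 0.5 mM PEP in 50 mM imidazole pH 7.2, KCl, MgCl2; 1 h room temperature. ATP formed read by Kinase-Glo luminescence; normalized to uninhibited and no-enzyme controls.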
# MBNL1 CUG block – blocks human MBNL1 binding to CUG repeat RNA. Q9NR56. Potency, µM (top dose mostly 57.5 µM), for the others: at the top dose activity change, negative = inhibition, actives largely listed as inhibitors. actives 0.036% (n = 280,000). TR-FRET MBNL1-His/biotin-(CUG)12 binding, 665/545 ratio. AID 2675; active = well fitted inhibition curve with a large enough effect in the signal ratio, with a control signal flat, not every such curve was filed as active; inconclusive = small, poorly fitted or top-dose-only effect, or effect the other way, or a change in a side signal; inactive = no such curve, though single readings can be large or run the other way; the % refers to the signal ratio; also: potency is read from the fitted curve at half-maximal effect; % is scaled to controls: 0 for no effect and ±100 for the full control effect
# Target sequence (Q9NR56 whole entry, looked up): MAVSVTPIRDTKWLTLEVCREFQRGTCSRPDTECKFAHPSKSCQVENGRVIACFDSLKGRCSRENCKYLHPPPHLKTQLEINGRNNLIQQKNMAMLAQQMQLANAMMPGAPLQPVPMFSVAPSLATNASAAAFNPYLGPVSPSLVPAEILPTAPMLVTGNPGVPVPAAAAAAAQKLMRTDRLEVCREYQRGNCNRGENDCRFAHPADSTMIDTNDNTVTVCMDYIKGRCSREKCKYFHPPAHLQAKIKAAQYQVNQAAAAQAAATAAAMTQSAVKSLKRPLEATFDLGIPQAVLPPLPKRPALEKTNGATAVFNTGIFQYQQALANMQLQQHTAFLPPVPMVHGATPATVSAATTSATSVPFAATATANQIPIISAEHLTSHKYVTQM
#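 TR-FRET between His-tagged MBNL1 and biotin-(CUG)12 RNA, detected with Tb anti-His antibody (0.055 ng/ul) and streptavidin-XL665 (5 nM), 60 min at room temperature. Compounds titrated 92 nM to 58 uM; 665/545 nm ratio normalized to buffer and complex controls.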
# FLuc counter – inhibits or activates purified firefly luciferase, miR-21 counter-screen. P08659. purified FLuc, Km substrates, luminescence inhibition. Potency, µM (top dose mostly 57.5 µM), without a hit: top-dose activity change, negative = inhibition, usual class: inhibitors. actives 6.9% (n = 360,000). AID 588342;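 also: potency is read from the fitted curve at half-maximal effect; plate controls were vehicle for no effect and reference inhibitor for full effect; nearly all actives have a fitted effect of over 55% in size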
# Target sequence (P08659 whole entry, looked up): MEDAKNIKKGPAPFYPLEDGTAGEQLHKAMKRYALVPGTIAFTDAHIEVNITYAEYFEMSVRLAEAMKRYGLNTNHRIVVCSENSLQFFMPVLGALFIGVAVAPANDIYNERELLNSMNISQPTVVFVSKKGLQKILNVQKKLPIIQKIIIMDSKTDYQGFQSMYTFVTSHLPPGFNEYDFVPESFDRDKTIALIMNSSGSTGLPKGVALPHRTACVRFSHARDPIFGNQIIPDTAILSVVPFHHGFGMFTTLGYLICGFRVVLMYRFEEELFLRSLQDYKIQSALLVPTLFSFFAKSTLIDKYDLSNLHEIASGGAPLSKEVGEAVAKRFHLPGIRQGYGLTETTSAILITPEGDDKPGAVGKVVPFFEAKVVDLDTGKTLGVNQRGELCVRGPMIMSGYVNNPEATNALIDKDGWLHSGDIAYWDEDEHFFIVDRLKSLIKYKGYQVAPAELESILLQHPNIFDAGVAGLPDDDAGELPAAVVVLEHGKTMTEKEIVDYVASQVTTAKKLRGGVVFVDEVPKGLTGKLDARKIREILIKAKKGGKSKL
#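 Purified P. pyralis luciferase, 10 nM final, with Km-level 10 uM D-luciferin and 10 uM ATP in 50 mM Tris acetate pH 7.5, 10 mM Mg acetate, 0.01% Tween-20, 0.05% BSA; 6-point qHTS titration about 60 µM downward; luminescence read.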
# Numbers without * were called inactive; ? = inconclusive; / = not tested or not shown; & = joins results of further samples; [ ] = dose if it differs, or a comment. Unless noted, calls follow the shape of the dose curve; as a rule, active = well fitted curve in the direction sought with a large enough effect; inconclusive = small, poorly fitted or top-dose-only effect, or another doubt; inactive = no such curve, though single readings can be large; an effect the other way counts as inactive or inconclusive. Not all compounds are listed (hit frequency here may not be typical).
SMILES,Rab9 promoter act,VP16 counter,RORg inh,NPC1 promoter act,Menin MLL FP TR,KCNH2 3.1 inh,Mito fusion yeast,ELG1 repair inh,PKM2 act,MBNL1 CUG block,FLuc counter
CC(=O)N/C(=C\c1ccccc1)C(=O)OCC(=O)N1CCCCCC1,-3%,-6%,20%,0%,12%,6,-7%,11%,4%,-11%,4%
COC(=O)/C=C1\NC(=O)C(C)S1 (stereo not given),4%,12%,0%,-1%,9%,-16,-1%,5%,10%,-6%,-1%
Cn1cncc1COC(=O)c1ccc(Cl)cc1,-3%[1.84 µM],0%,-5%,1%,-5%,-14,-4%,9%,/,-2%,1%
Cc1nc2oc3ccc(F)cc3c(=O)c2cc1C(=O)O,-7%,-1%,-9%,-1%,28%,0,7%,?,/,20%,?
COc1cccc(N2CC(C(=O)NCc3n[nH]c(=O)c4ccccc34)CC2=O)c1 (stereo not given),-3%,/,/,7%,/,-1,0%,7%,/,/,1%
COc1ccc(CN(C)C(=O)c2cccc(S(=O)(=O)N3CCc4ccccc43)c2)c(OC)c1,-1%,/,/,-1%,/,-3,?,?,/,/,5%
Cc1cc2cc(C)c(NCCNC(=O)c3ccccc3)nc2cc1C,-12%,12%,3%,-1%,-19%,2,-2%,-11%,6%,6%,0%
O=C(N/N=C\c1ccc(CN(Cc2ccc(Cl)cc2)S(=O)(=O)c2ccccc2)o1)C(=O)Nc1ccc(F)cc1,19%,1%,54%,10%,?,-75*,4%,3%,0%,3%,0%
O=C(O)CC1CCC(=C(Cl)Cl)C1 (stereo not given),16%,?,?,-1%,-1%,20,-1%,?,-1%,1%,4%
Cc1ccc(NC(=O)c2sc3nc4c(c(-c5ccco5)c3c2N)CCC4)cc1,16%,-11%,?,-2%,?,10,-3%,-4%,3%,8%,?
CC(=O)c1ccc(S(=O)(=O)NCCC(=O)NCCc2c[nH]c3ccccc23)cc1,-1%,/,/,0%,/,18,-6%,-1%,/,/,3%
Cc1cccc(CCNC(=O)C2CCC(=O)N(Cc3ccc(Cl)cc3)C2)n1 (stereo not given),0%,-1%,-14%,-1%,/,9,0%,-1%,0%,1%,1%
C=CCSc1nc(Cc2ccc(Cl)cc2)nc2ccccc12,5%,-9%,-10%,-3%,-21%,-19,3%,7%,3%,9%,5%
COC(=O)C(Cc1ccccc1)NS(=O)(=O)c1ccccc1Br (stereo not given),-6%,0%&-3%,9%&19%,-3%,-1%,-7,3%,-2%,-8%,-9%,-1%
CC1(C)CC(=O)N(CC(=O)NCc2ccccc2)c2ccccc2S1(=O)=O,-1%,-13%,-24%,0%,6%,14,3%,13%,-18%,-15%,3%
CCOC(=O)NC(=O)CSc1nc(-c2ccc(C)c(C)c2)cn1-c1ccccc1,2.2µM*,-61%,?,?,?,9,?,?,1%,-4%,17µM*
CCCCOc1ccc(Cc2c(O)nc(SC)[nH]c2=O)cc1,6%,0%,17%,-4%,5%,9,0%,?,0%,4%,3%
CCOc1cc(-c2ccccc2)nc(N)n1,?,14%,13%,?,10%,0,-1%,?,5%,4%,?
CCCn1c(N)c(C(=O)COc2ccc(Br)cc2F)c(=O)n(C)c1=O,7%,-7%,?,-6%,-20%,-2,-8%,?,-8%,-6%,-2%
COc1ccc(C(=O)NNC(=O)C2CC=CCC2)cc1 (stereo not given),23%,20%,-15%,27%,-5%,0,1%,?,-5%[11.5 µM],-2%,-3%
CC1CCCCC1NC(=O)c1cccc(N2C(=O)C3C4C=CC(C4)C3C2=O)c1 (stereo not given),-5%,-5%,27%,-2%,?,33,-6%,?,/,2%,1%
Cc1cc(=O)n2nc(N3CCC(C(=O)N4CCN(Cc5ccccc5)CC4)CC3)sc2n1,-9%,1%,-12%,0%,-3%,2,-3%,-6%,5%,3%,2%
COc1ccc(C=C(C(C)=O)C(C)=O)cc1OC,3%,-5%,-39%,-1%,9%,-7,0%,-2%,13%,-11%,2%
CCOC(=O)c1c(NC(=O)C2c3ccccc3Oc3ccccc32)sc(C(N)=O)c1C,2%,2%,-17%,-3%,-12%,-23,7%,?,-3%,4%,0%
Cc1c(N=NC2=C(O)CC(C)(C)CC2=O)c(=O)n(-c2ccccc2)n1C,-6%,-3%,-1%,-2%,3%,-22,-3%,?,12%,21%,-8%

# Further entries follow.
SMILES,Rab9 promoter act,VP16 counter,RORg inh,NPC1 promoter act,Menin MLL FP TR,KCNH2 3.1 inh,Mito fusion yeast,ELG1 repair inh,PKM2 act,MBNL1 CUG block,FLuc counter
COc1cccc(/C=N/NC(=S)Nc2cccc(S(=O)(=O)N(C)C)c2)c1,-1%,4.5µM*,1.6µM*,8%,/,14,-3%,-4%,-4%,-2%,?
CCn1cc(S(=O)(=O)Nc2ccc(Cl)cc2F)cn1,0%,3%,-15%,-2%,/,-5,-5%,21%,/,-2%,2%
Cc1ccc(SCCNC(=O)/C=C/c2ccccc2Cl)cc1,6%,-19%,25%,0%,?,-3,-2%,?,-5%,10%,-24%
Cn1c(SCC(=O)N2CCOCC2)nnc1-c1ccc(NC(=O)c2ccccc2F)cc1,8%,-5%,6%,8%,-9%,8,4%,-3%,1%,-2%,?
O=C(COc1ccc([N+](=O)[O-])cc1)NCc1cccnc1,-8%,-6%,-18%,-8%,0%,-1,-1%,10%,8%,?,-2%
Cc1cc(S(=O)(=O)N(C)CCc2ccccc2)ccc1-n1cnnn1,0%,4%,19%,2%,-3%,-2,1%,1%,-2%,6%,1%
CCOc1c2ccc(C(=O)NCc3ccc4c(c3)OCO4)cc2nn1CC,-2%,5%,0%,-2%,-2%,4,-6%,0%,-5%,19%,-11%
CC(SCc1ccccc1)C(=O)Nc1ccccc1Br (stereo not given),7%,-9%,-28%[1.91 µM],9%,-10%,16,0%,?,0%,14%,-13%
Cc1cccc(N2CCN(C(=O)c3ccc4nc[nH]c4c3)CC2)c1C,-1%,-9%,-4%,-4%,2%,6,-4%,-9%,7%,-2%,-1%
COC(=O)c1cc(C)sc1NC(=O)CC1Nc2ccccc2NC1=O (stereo not given),7%,-19%,-31%,3%,12%,11,7%,?,9%,11%,-20%
CC(=O)NC(=S)Nc1ccc(N2CCOCC2)c(S(=O)(=O)Nc2cc(Cl)ccc2Cl)c1,1%,?,?,2%,33%[activator],-82*,?,-10%,-3%,-5%,-23%
COC(C(=O)NCc1ccc(C)cc1)c1ccccc1 (stereo not given),-11%,6%,14%,-3%,2%,2,-5%,2%,?,-7%,0%
CCCNC(=S)N1CCN(c2nc(-c3cccc(OC)c3)cs2)CC1,-3%,-22%,-9%,3%,?,-26,8%,11%,13%,9%,?
Cc1c(NC(=O)c2ccc(NS(=O)(=O)c3ccccc3)cc2)c(=O)n(-c2ccccc2)n1C,6%,/,/,0%,0%,4,-2%,-15%,0%,-3%,-2%
COc1cc(OC)cc(-c2c(C#Cc3ccsc3)c3cc(-c4ccc5[nH]ccc5c4)ccc3n2C)c1,-6%,/,/,0%,/,-11,3%,?,/,/,6%
CCN(CC(=O)NC(C)(C)C)C(=O)c1ccc(Br)cc1,-7%,1%[10 µM],0%,-1%,7%,2,6%,-23%,-8%,-7%,2%
CC(O)(C#CCN1CCCCC1)c1ccccc1 (stereo not given),0%,-7%,-13%,0%,8%,8,0%,8%,6%,1%,5%
Cn1cc(Br)c(C(=O)NN2C(=O)C3C(C2=O)C2C=CC3C23CC3)n1 (stereo not given),0%,0%,-4%,-4%,4%,7,-1%,2%,-34%,3%,0%
COc1ccc(CCNC(=O)C2CCN(S(=O)(=O)c3ccc(F)cc3)CC2)cc1,6%,0%,16%,3%,4%,-7,0%,-11%,1%,-6%,2%
COc1cc(C(C)=O)ccc1OCC(=O)Nc1ccc(Cl)c(S(=O)(=O)N2CCOCC2)c1,-12%,/,/,-4%,/,9,18%,?,/,/,-5%
CCOC(=O)Nc1ccccc1N1C(=O)c2ccccc2C1=O,-5%,5%,-22%,-1%,2%,7,0%,-3%,-4%,18%,1%
Cc1ccc(S(=O)(=O)N(C)CC(=O)NCCc2c[nH]c3ccccc23)cc1,1%,8%,35%,0%,/,5,?,15µM*,/,-11%,1%

# Assay outcomes from PubChem.
